Source: PubChem (The Scripps Research Institute Molecular Screening Center)
SRC3 TRFRET art = flags TR-FRET format artefacts in PPARgamma SRC-3 recruitment agonist screen; AID 1048; TR-FRET ratio at 8 µM; TR-FRET artefact counter-screen, PPARgamma/SRC-3 format; active compounds read high; 99,000 compounds, 0.39% hits; in the data active = TR-FRET ratio above about 2000; also: inactives centre near 1600; reference of the scale not given here
SRC1 TRFRET art = TR-FRET artefact, counter-screen to PPARgamma/SRC-1 agonist assay. TR-FRET detection artefact counter-screen, emission ratio; active compounds read high. TR-FRET ratio at 8 µM. 99,000 compounds, 0.34% hits. AID 1051; in the data active = TR-FRET ratio above about 2300; also: inactives centre near 1800; reference of the scale not given here
* marks the source's active call; other numbers are inactive results.

SMILES	SRC3 TRFRET art	SRC1 TRFRET art
Cc1c(F)cccc1NS(=O)(=O)c1ccc(OCCNS(C)(=O)=O)cc1	1487	1605
CCSc1nnc(NC(=O)C2Cc3ccccc3CN2S(=O)(=O)CC)s1 (stereo unspecified)	1542	1654
O=C(COc1ccc2ccccc2c1Br)NC(=S)Nc1cccc(CO)c1	1970	2166
O=C(N/N=C/c1cn(-c2ccccc2)nc1-c1cc2ccccc2o1)c1c[nH]c2ccccc12	1451	1789
CCN(CC)S(=O)(=O)c1ccc(OC(C)C)c(NC(=O)c2c3c(nc4ccccc24)CCN(Cc2ccccc2)C3)c1	1405	1586
Cc1nn(CC(=O)NCc2ccc(-n3cccn3)cc2)c(C)c1[N+](=O)[O-]	1513	1830
Cc1ccc(Cl)cc1NC(=S)N(Cc1cccs1)C1CCCC1	1602	2030
Cc1cc(C)n(CC(O)CN(c2cccc([N+](=O)[O-])c2)S(=O)(=O)c2ccccc2)n1 (stereo unspecified)	1827	1810
O=C1OCCC1Sc1nc2ccccc2[nH]1 (stereo unspecified)	1437	1926
COc1ccc(N2CCN(C(=O)c3cccc(F)c3)CC2)c([N+](=O)[O-])c1	1643	1879
COc1cccc(-c2cc(C(=O)Nn3cnnc3)c3ccccc3n2)c1	1746	2020
CC1(Br)C2CCCC1C2S(=O)(=O)c1ccccc1 (stereo unspecified)	1603	1944
O=C(O)c1[nH]c2ccccc2c1C=NCc1ccccc1Cl	1542	1906
CCO[C@@H]1OC(C(=O)NC2CC2)=C[C@H](c2ccc3c(c2)OCO3)[C@H]1CCCO	1734	1834
Nc1ccc(NS(=O)(=O)c2ccccc2)cc1	1529	1639
Cc1nc(C)c(C(=O)NNC(=O)c2ccc(Br)cc2)s1	1484	1630
O=C(O)CSc1nnc2c(n1)[nH]c1ccccc12	1623	1780
O=C(/C=C/Nc1ccccc1F)c1cccs1	1590	1712
CON1C(=O)C(=O)N(OC)C2CCCCCC21 (stereo unspecified)	1496	2063
Cn1cc(CN(Cc2ccccc2)C[C@@H]2CCC(=O)N2)c(-c2ccccc2F)n1	1782	1739
CCC(=O)Nc1ccc(C(=O)Nc2cccc(C)n2)cc1	1600	1862
C/C(=N\NC(=O)c1cccc(S(=O)(=O)N2CCCCC2)c1)c1ccc(C)o1	1408	1949
Brc1ccc(OCc2nnc3n2CCC3)cc1	1434	1795
CC(C)(C)c1ccc(OCc2ccc(C(=O)N3CCOCC3)o2)cc1	1710	1474
S=C(NCCN1CCOCC1)Nc1ccc(Cl)cc1	1580	2031
CCn1c(=O)ccc2cc([N+](=O)[O-])ccc21	1590	1788
CC1=C(C(=O)Nc2cccc(F)c2)C(c2ccsc2)C2=C(CC(C)(C)CC2=O)N1 (stereo unspecified)	1507	1841
Cc1ccc(CC(CC(=O)O)C(=O)NCc2ccccc2)cc1 (stereo unspecified)	1464	1988
CCCc1cc(NC(=O)CCl)n(-c2ccccc2)n1	1662	1856
COc1ccc(NC(=O)Cn2c(=O)n(-c3ccc(CC(=O)NCc4ccco4)cc3)c(=O)c3ccccc32)cc1	1416	1823
O=C(COc1ccc(/C=N/NC(=O)C(=O)N2CCCCC2)cc1)Nc1ccccc1Cl	1763	2053
O=C(NNc1ccccc1)C(=O)NNS(=O)(=O)c1ccc([N+](=O)[O-])cc1	1561	1894
O=C(NCc1ccccc1)c1ccc(CN2CCOCC2)cc1	1671	2053
NC(=O)c1ccc(NC(=O)c2ccccc2S(=O)(=O)c2ccccc2[N+](=O)[O-])cc1	1440	1763
CC1CC(=O)Nc2ccccc2N1C(=O)CN1CCN(c2ccccc2)CC1 (stereo unspecified)	1362	1719
O=C(N/N=C\c1ccc2c(c1)OCO2)c1ccco1	1792	2099
CCOC(=O)Nc1ccc2c(COC(=O)CNS(=O)(=O)c3ccc(NC(C)=O)cc3)cc(=O)oc2c1	1591	1837
Cc1ccc(NC(=O)CN(C)S(=O)(=O)c2ccc(Br)s2)cc1F	1684	1890
Cc1cc(Br)ccc1SCC(=O)OCC(=O)NCc1ccc2c(c1)OCO2	1543	1777
Cc1ccc(-c2nn(-c3ccccc3)cc2C=O)o1	1520	1792
COc1cc(OC)c(OC)cc1/C=N/NC(=O)C[n+]1ccccc1	1364	1710
Cc1ccc(COc2ccsc2C(=O)NN)cc1	1650	1589
CC(C)C(=O)Nc1ccc(S(=O)(=O)Nc2ccccn2)cc1	1316	1698
O=C1Nc2ccc(S(=O)(=O)NCC3CCCO3)c3cccc1c23 (stereo unspecified)	1778	2055
CSc1ccccc1NC(=O)COC(=O)c1ccccc1O	1592	1950

Ordered by molecular weight (largest number first): some entries from above.
SMILES	SRC3 TRFRET art	SRC1 TRFRET art
COc1ccc(NC(=O)Cn2c(=O)n(-c3ccc(CC(=O)NCc4ccco4)cc3)c(=O)c3ccccc32)cc1	1416	1823
CCOC(=O)Nc1ccc2c(COC(=O)CNS(=O)(=O)c3ccc(NC(C)=O)cc3)cc(=O)oc2c1	1591	1837
Cc1cc(Br)ccc1SCC(=O)OCC(=O)NCc1ccc2c(c1)OCO2	1543	1777
O=C(COc1ccc(/C=N/NC(=O)C(=O)N2CCCCC2)cc1)Nc1ccccc1Cl	1763	2053
NC(=O)c1ccc(NC(=O)c2ccccc2S(=O)(=O)c2ccccc2[N+](=O)[O-])cc1	1440	1763
Cc1ccc(NC(=O)CN(C)S(=O)(=O)c2ccc(Br)s2)cc1F	1684	1890
O=C(NNc1ccccc1)C(=O)NNS(=O)(=O)c1ccc([N+](=O)[O-])cc1	1561	1894
CC1CC(=O)Nc2ccccc2N1C(=O)CN1CCN(c2ccccc2)CC1 (stereo unspecified)	1362	1719
O=C1Nc2ccc(S(=O)(=O)NCC3CCCO3)c3cccc1c23 (stereo unspecified)	1778	2055
COc1cc(OC)c(OC)cc1/C=N/NC(=O)C[n+]1ccccc1	1364	1710
CC(C)C(=O)Nc1ccc(S(=O)(=O)Nc2ccccn2)cc1	1316	1698
O=C(NCc1ccccc1)c1ccc(CN2CCOCC2)cc1	1671	2053
CCCc1cc(NC(=O)CCl)n(-c2ccccc2)n1	1662	1856
Cc1ccc(COc2ccsc2C(=O)NN)cc1	1650	1589
Cc1ccc(-c2nn(-c3ccccc3)cc2C=O)o1	1520	1792

(list continues)
SMILES	SRC3 TRFRET art	SRC1 TRFRET art
COc1ccc(N(CC(=O)N/N=C(\C)c2cccs2)S(=O)(=O)c2ccccc2)cc1Cl	1516	1749
N#CCCN(C(=O)c1ccco1)c1ccccc1	1509	1949
Cc1ccc(S(=O)(=O)N2CCC(=O)N(C(COCc3ccccc3)C(C)C)CC2)cc1 (stereo unspecified)	1599	2038
Cc1ccc2nc(-c3ccc(N4C(=O)CC(N5CCN(CCO)CC5)C4=O)cc3)sc2c1 (stereo unspecified)	1433	1606
O=C(Nc1nnc(-c2ccncc2)o1)C1CCCCC1	1504	1791
CC(C)(C)C1CCC(OCC(O)CN2CCN(Cc3ccccc3)CC2)CC1 (stereo unspecified)	1763	1894
CCCCOc1ccccc1/C=N/NC(=O)CC#N	1725	1938
Cc1noc(NS(=O)(=O)c2ccc(NC(=O)C34CC5CC(C3)CC(n3cnc(Cl)n3)(C5)C4)cc2)c1C	1630	1893
COc1ccc(OC)c(NC(=O)CN(c2ccc(OC)c(Cl)c2)S(C)(=O)=O)c1	1657	1985
COCc1cc(C)nc(OC)c1C(N)=O	1455	1817
O=C(c1cn(-c2ccccc2)nc1-c1cc2ccccc2oc1=O)N1CCOCC1	1611	1973
CC(c1ccc(F)cc1)n1cc(C(=O)NCc2ccccn2)nn1 (stereo unspecified)	1787	1788
Cn1c(=O)n(C)c2cc([N+](=O)[O-])c(N3CCN(C(=O)c4ccc(F)cc4)CC3)cc21	1671	1686
COC(=O)C(Cc1ccccc1)NC(=O)C12CC3CC(CC(C3)C1)C2 (stereo unspecified)	1582	1598
COc1cc([N+](=O)[O-])ccc1NC(=O)COC(=O)C=C(C)C	1429	1534
CCOc1cc(Br)ccc1S(=O)(=O)N1CCC(C(N)=O)CC1	1611	1680
Cc1ccc(C)c(NC(=O)CCC(=O)N/N=C/c2cc([N+](=O)[O-])ccc2O)c1	1504	1745
N#C/C(=C(/O)CCl)c1nnc2n1CCCCC2	1605	1878
Cc1cccc(C)c1N1CCN(C(=O)N2CCOCC2)CC1	1599	1824
CCc1nnc(NC(=O)c2cc(S(=O)(=O)N3CCOCC3)ccc2N2CCCCC2)s1	1533	1890
CCN(CC)c1ccc(NC(=O)COC(=O)COc2ccccc2[N+](=O)[O-])cc1	1536	1793
COc1ccc(/C=N/NC(=O)c2ccncc2)cc1CN1CCCc2ccccc21	1789	1669
NC(=O)C1(N2CCCCC2)CCN(C(=S)Nc2ccccc2)CC1	1414	1772
COc1ccc(NC(=O)C(NC(=O)c2ccc(=O)[nH]c2)c2ccccc2)cc1 (stereo unspecified)	1414	1602
O=C(c1ccccc1)c1nccc2ccccc12	1480	1871
CC(=O)Nc1ccc(N2N=C(C)C(N=Nc3ccccc3)C2=O)cc1 (stereo unspecified)	1525	1861
O=C(CC12CC3CC(CC(C3)C1)C2)NC(=S)N1CCCCC1	1650	2036
N/C(=N\OC(=O)c1cc(Br)ccc1Cl)c1ccccn1	1781	1903
CCSc1nc2c(c(=O)[nH]1)C(c1cccs1)C(C(=O)OC)=C(C)N2 (stereo unspecified)	1625	1849
N#Cc1c(C(F)(F)F)cc(-c2ccc(Cl)cc2)nc1SCC(=O)O	1682	1956
O=C(OCc1cc([N+](=O)[O-])cc2c1OCOC2)c1ccccn1	1744	1668
COc1ccc(NC(=S)Nc2ccc(C)c(S(=O)(=O)N3CCCCC3)c2)cc1	1524	1630
CCC(CC)C(=O)c1c[nH]c(C(=O)N2CCN(c3ccccc3F)CC2)c1	1579	1700
C/C=C1\C(OC2OC(CO)C(O)C(O)C2O)OC=C(C(=O)OC)C1CC(=O)OCC1C(C)C(OC(=O)CC2C(C(=O)OC)=COC(OC3OC(CO)C(O)C(O)C3O)/C2=C\C)CC1C(CO)CO (stereo unspecified)	1569	1721
O=C(COC(=O)/C=C/c1ccc(F)cc1)Nc1ccc(Cl)cn1	1556	1873
NC(=O)[C@@H]1CCCNc2c(I)cc([N+](=O)[O-])cc2C(=O)N[C@@H](CO)C(=O)NCC(=O)N1	1748	1912
Cc1ccccc1NC(=O)NCc1ccc2c(c1)OCO2	1615	1819
Cc1ccc(S(=O)(=O)NNC2=NCCCCC2)cc1	1662	2035
CC(=O)Oc1cccc(-c2nc3ccccc3c(=O)o2)c1	1708	1673
O=C(NC1CCNCC1)C1CC1	1689	1642
CSc1ccc(/C=C(/NC(=O)c2ccccc2)C(=O)N2CCN(C)CC2)cc1	1508	1652
C/[N+]([O-])=C\c1ccc([N+](=O)[O-])o1	1790	1964
CCCn1nnnc1SCC(=O)NNC(=O)c1ccco1	1761	1833
O=C(O)[C@@H](O)c1ccccc1	1553	1779
Cc1ccc(SCC(=O)Nc2ccc(S(N)(=O)=O)cc2)cc1	1495	1759
Cc1cc(C)c2nc(NCCCNC(=S)NCCCN(C)C)c(C#N)cc2c1	1541	1959
CC(C)C[C@H](N)c1nnc(S(=O)(=O)Cc2ccc(F)cc2)o1	1584	1617
CCOCCCNC(=O)c1c[nH]c2cc(C)ccc2c1=O	1692	1605
COc1cccc(NC(=O)COC(=O)c2ccccc2C(=O)N2CCN(c3ccccc3)CC2)c1	1649	1740
COc1ccc(-c2ccc(C(c3c(C)[nH][nH]c3=O)c3c(C)[nH][nH]c3=O)o2)c([N+](=O)[O-])c1	1725	1908
COc1ccc(NC(=O)CSCC(=O)NCCc2ccccn2)cc1	1388	1546
CN(CC(=O)NC(=O)NCc1ccccc1)Cc1cccc(Cl)c1Cl	1469	1903
COc1ccc(C(=O)Nn2c(CCC(=O)O)ccc2-c2ccc(C)cc2)cc1OC	1557	1623
CC[C@H](C)[C@@H](NC(=O)O[C@@H]1C(=O)c2cc(Br)ccc2O[C@H]1c1ccc2c(c1)OCO2)C(=O)OC	1424	1644
O=C(CN1C(=O)NC(c2ccccc2)(c2ccccc2)C1=O)Nc1cccnc1Cl	1580	1719
CC(NC(=O)Nc1ccccc1)C(c1cccs1)N1CCN(C)CC1 (stereo unspecified)	1698	1929
CCOC(=O)c1cc(C(=O)NC(C)c2ccccc2)c(C)[nH]c1=O (stereo unspecified)	1714	1842
COC(=O)c1ccc2nc(Nc3nc4ccc(F)cc4s3)sc2c1	1850	2480*
Cc1ccc(C)c(C(=O)COc2ccccc2[N+](=O)[O-])c1	1427	1795
Cc1ccc(N2CCN(C3=NC(=O)/C(=C\c4cn[nH]c4-c4ccccc4)S3)CC2)cc1	1703	1826

Following part:
SMILES	SRC3 TRFRET art	SRC1 TRFRET art
CN1CCN(/N=C/c2ccc(N(c3ccccc3)c3ccccc3)cc2)CC1	1551	1771
CCO[C@H]1OC(C(=O)Nc2ccccc2)=C[C@@H](c2cn(C(C)=O)c3ccccc23)[C@@H]1CCCO	1508	1829
CCCc1nc2c(sc3nc4c(cc32)COC(C)(C)C4)c(=O)n1CCN(C)C	1537	1593
COc1ccc(-c2cc(-c3nnc(COC(=O)c4ccncc4)o3)c3ccccc3n2)cc1OC	1643	1926
O=C(N1CCCCC1)N1CCN(C(=O)N2CCCCC2)CC1	1529	2119
CC1CCc2c(sc(NC(=O)Cn3cnc([N+](=O)[O-])n3)c2C(N)=O)C1 (stereo unspecified)	1685	1880
CC(C)NC(=O)Cn1c(SCC(=O)N2CCc3ccccc3C2)nc2ccccc21	1391	1759
CN(C)CCCN(C(=O)/C=C/c1cccs1)c1nc2ccc(F)cc2s1	1769	2118
CC(C)OP(=O)(Nc1cccc2ccccc12)OC(C)C	1456	1783
O=C(O)c1cccc(CN2C(=O)SC(Nc3ccccc3)C2=O)c1 (stereo unspecified)	1499	1734
Cc1cc(NCc2ccc3c(c2)OCO3)n2nc(C)nc2n1	1689	1987
Cc1ccc2c(c1)N(CC(=O)OCC(=O)NCc1ccccc1)C(=O)CO2	1615	1774
CC(=O)c1ccc(Nc2cc(C)nc3ccc(C)cc23)cc1	1447	1698
CC1CCN(CC(=O)Nc2cccc(C(=O)Nc3cccc(C(F)(F)F)c3)c2)CC1	1640	1793

Not all compounds are listed; the hit share may differ from the screen's.
